SRC3 inh = human NCOA3 inhibition | Q9Y6Q9 | HEK293 GAL4-SRC3 luciferase reporter, luminescence | inhibition, % at 3.6 µM | actives 0.17% (n = 360,000) | AID 588352;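 active means inhibition above a per-campaign cutoff, the mean of all compounds plus 3 SD, cut at about 60% in these data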;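 further: 0% = DMSO-treated cells and 100% = gossypol-treated cells at 36 µM; higher means less SRC3-driven luciferase light from the GAL4 reporter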
NCOA1 inh = inhibits human SRC1 coactivator; inhibition, % at 3.6 µM; actives 0.12% (n = 360,000); HEK293 GAL4-SRC1 luciferase reporter, luminescence; Q15788;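 active means inhibition above the campaign mean plus 3 SD, with each screening campaign given its own cutoff, cut at about 60% in these data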;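 further: 0% = DMSO treated cells and 100% = gossypol at 36 µM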
TRAIL sens C8 = sensitizes caspase-8 expressing cells to TRAIL | AID 624354 | inhibition (viability loss, TRAIL sensitization), % at 10 µM | NB7+C8 cells + TRAIL, ATPlite viability luminescence | actives 1% (n = 360,000);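 active means compounds causing at least 50% loss of cell viability in the single-dose screen, relative to plate controls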
CF NFkB block = cystic fibrosis NF-kB activation inhibition. KKLEB NF-kB-GFP reporter, PAF-induced, GFP fluorescence overnight. AID 588850. actives 0.86% (n = 360,000). inhibition, % at 5 µM;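 active means at least 50% inhibition at 5 µM, scaled per plate between neutral and stimulator controls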;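 further: PAF is a Pseudomonas aeruginosa culture filtrate used as stimulus; plate controls were PAF-stimulated DMSO wells for no effect and unstimulated DMSO wells for full effect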
NR5A2 inv ag = NR5A2 inverse agonism in reporter assay; HEK293T StAR-luciferase reporter, LRH-1 transfected, 24 h; inhibition, % at 3.6 µM; actives 0.13% (n = 360,000); AID 602396;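 active means inhibition above the mean inhibition of all tested compounds plus 3 SD, cut at about 73% in these data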;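 further: 0% = DMSO wells and 100% = reporter-only cells lacking LRH-1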
Target sequence (O00482 whole entry, looked up): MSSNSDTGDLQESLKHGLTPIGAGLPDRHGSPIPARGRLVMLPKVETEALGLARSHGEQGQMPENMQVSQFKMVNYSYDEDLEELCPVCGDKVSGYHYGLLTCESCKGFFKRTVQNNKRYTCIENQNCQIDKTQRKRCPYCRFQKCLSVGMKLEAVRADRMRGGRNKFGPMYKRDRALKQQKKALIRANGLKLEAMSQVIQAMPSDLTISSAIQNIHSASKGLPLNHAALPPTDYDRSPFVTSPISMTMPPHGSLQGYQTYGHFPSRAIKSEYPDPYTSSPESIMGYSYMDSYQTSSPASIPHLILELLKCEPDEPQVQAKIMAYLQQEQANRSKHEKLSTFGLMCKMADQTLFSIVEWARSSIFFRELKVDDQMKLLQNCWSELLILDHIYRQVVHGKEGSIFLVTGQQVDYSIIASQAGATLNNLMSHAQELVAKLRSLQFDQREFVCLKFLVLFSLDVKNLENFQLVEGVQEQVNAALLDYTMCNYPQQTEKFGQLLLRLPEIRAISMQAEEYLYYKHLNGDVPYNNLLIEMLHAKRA
EBV LMP1 NFkB = Epstein-Barr LMP1 NF-kappaB reporter inhibition; LMP1-induced NF-kappaB luciferase reporter cells, luminescence; inhibition, % at 12.5 µM; actives 0.69% (n = 350,000); in the data active means inhibition above about 41%;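 further: 0% = neutral control wells and 100% = reference inhibitor control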
TWEAK Fn14 block = blocks TWEAK-Fn14 interaction in a reporter cell assay; TWEAK-stimulated Fn14 reporter cells, luciferase luminescence, 8 h; inhibition, % at 10 µM; actives 2% (n = 360,000); AID 1159606; in the data active means inhibition above about 50%
TROY NFkB inh = inhibitors of TROY-dependent NF-kB signaling | Q293 LMP1-TROYcd NF-kB luciferase reporter, 4 h | inhibition, % at 10 µM | actives 0.98% (n = 360,000) | AID 1347056;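 active means compounds whose plate-normalised and pattern-corrected inhibition of the luciferase reporter signal at the single screening dose is 50% or more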
NCOA2 inhibitor = human SRC2 (NCOA2) inhibition; Q15596; HEK293 GAL4-SRC2 luciferase reporter, luminescence; inhibition, % at 9 µM; actives 0.17% (n = 370,000);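 active means inhibition above the mean inhibition of all tested compounds plus 3 SD, set per campaign, cut at about 52% in these data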;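 further: 0% = DMSO treated cells and 100% = cells given Gossypol at 36 µM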
KKLEB tox = reduces viability of KKLEB cystic fibrosis airway cells; KKLEB CF airway cells viability, ATPlite luminescence, overnight; hits give low values; cells stimulated with P. aeruginosa culture filtrate; activity change (cytotoxicity), % at 5 µM; actives 0.36% (n = 360,000); AID 602141;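 active means corrected activity change at or below -50% at 5 µM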
NR2F2 inh = blocks human COUP-TFII nuclear receptor; P24468; HEK293T NGFI-A luciferase reporter, luminescence; inhibition, % at 8.6 µM; actives 0.7% (n = 370,000);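 active means inhibition above a per-plate cutoff, mean inhibition of test wells between control levels plus 3 SD, cut at about 38% in these data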;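 further: cells cotransfected with COUP-TFII expression vector driving the NGFI-A reporter; 0% = median of COUP-TF2 test wells and 100% = reporter-only cells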
Target sequence (P24468 whole entry, looked up): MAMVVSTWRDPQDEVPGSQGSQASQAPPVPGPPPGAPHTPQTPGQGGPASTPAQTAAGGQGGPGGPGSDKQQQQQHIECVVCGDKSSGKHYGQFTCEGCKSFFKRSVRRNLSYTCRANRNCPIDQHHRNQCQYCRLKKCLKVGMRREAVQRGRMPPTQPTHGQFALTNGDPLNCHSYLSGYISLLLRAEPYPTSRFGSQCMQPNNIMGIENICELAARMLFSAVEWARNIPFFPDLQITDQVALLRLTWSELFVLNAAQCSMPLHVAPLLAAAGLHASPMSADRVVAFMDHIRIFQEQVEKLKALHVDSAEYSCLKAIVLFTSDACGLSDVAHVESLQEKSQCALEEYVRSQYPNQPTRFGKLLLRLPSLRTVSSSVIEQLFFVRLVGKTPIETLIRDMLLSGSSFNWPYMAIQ
* hit, by the source's call; . = not tested or not shown.

#1 COc1ccc(N2C(=O)CC(NNC(=O)c3ccco3)C2=O)cc1 (stereo not drawn)
#2 Cc1cc(NC(=O)C(=O)NCCN2CCN(S(C)(=O)=O)CC2)ccc1Br
#3 CNC(C)C#Cc1ccc2sc3cccc(OC)c3c(=O)c2c1 (stereo not drawn)
#4 CC(=NNC(=O)C(C)SC(C)C(=O)NN=C(C)c1cccnc1)c1cccnc1 (stereo not drawn)
#5 C[C@@H]1CC[C@]2(C(=O)O)CC[C@]3(C)C(=CCC4[C@@]5(C)CC[C@H](O)[C@@](C)(C(=O)O)C5CC[C@]43C)C2[C@]1(C)O (stereo partly drawn)
#6 Cc1cccc(CS(=O)(=O)c2ncc(CO)n2C)c1
#7 C[C@@H]1CN([C@H](C)CO)C(=O)c2cc(C#CC3CCCCC3)cnc2O[C@H]1CN(C)Cc1cccnc1
#8 CC(=O)c1ccc(NC(=O)c2sc3nc(N4CCOCC4)c4c(c3c2N)CCCC4)cc1
#9 CC1CCN(c2ccc([N+](=O)[O-])cc2C(=O)N2CCOCC2)CC1
#10 CCC(C(=O)O)N1C(=O)c2ccccc2C1=O (stereo not drawn)
screen / no.	1	2	3	4	5	6	7	8	9	10
SRC3 inh	16	6	-14	4	7	-2	-12	-23	2	0
NCOA1 inh	6	10	-7	0	-23	-16	0	-25	-5	-4
TRAIL sens C8	-1	-8	2	28	0	0	-17	0	-2	-10
CF NFkB block	6	23	-25	-30	-12	-2	6	27	-5	14
NR5A2 inv ag	-2	-1	-10	-2	7	-7	-12	-38	3	5
EBV LMP1 NFkB	2	6	-12	1	2	22	-4	2	0	-3
TWEAK Fn14 block	-8	6	-64	-2	2	7	-16	-16	4	-17
TROY NFkB inh	2	-19	-76	-13	-3	-3	11	-33	-8	-3
NCOA2 inhibitor	-31	22	-4	-22	-3	1	-5	-7	9	-33
KKLEB tox	-1	-6	11	17	9	4	8	-27	11	-4
NR2F2 inh	-12	-4	-11	-11	0	4	-10	-15	9	-1

#11 CCOC(=O)c1c(/N=C/c2cc(C)ccc2O)sc2c1CCC2
#12 Cc1cc2oc(C(=O)N3CCN(Cc4ccccc4)CC3)c(C)c2cc1C
#13 COc1ccc(/C=N/NC(=O)c2ccc(Br)cc2)c(OC)c1
#14 CCN(CC)S(=O)(=O)c1ccc2[nH]cc(C(=O)NCCN3CCCCC3C)c(=O)c2c1 (stereo not drawn)
#15 CN(C)Cc1cc(CCNC(=O)c2ccc(Cl)cc2)ccc1O
#16 CCCSc1nc2cc(OC)c(OC)cc2c(=N)n1CCCN1CCOCC1
#17 Cc1ccsc1C1C(C#N)=C(N)N(N(C)C)C2=C1C(=O)CC(C)(C)C2 (stereo not drawn)
#18 CC(OC(=O)Cc1c[nH]c2ccccc12)C(=O)NC1CCCCC1C (stereo not drawn)
#19 COc1ccc(-c2nnc(SCC(=O)NC3CCCc4ccccc43)n2N)cc1 (stereo not drawn)
#20 COc1ccc(NC(=O)c2nc[nH]c2C(=O)N2CCC(C)CC2)cc1
screen / no.	11	12	13	14	15	16	17	18	19	20
SRC3 inh	11	-13	2	13	-22	25	3	-3	6	3
NCOA1 inh	17	-27	13	1	-7	24	11	-1	12	3
TRAIL sens C8	5	-2	3	-15	-7	22	5	5	-3	7
CF NFkB block	-14	30	11	-9	-3	-8	-2	5	-9	-8
NR5A2 inv ag	-15	-12	4	26	-12	15	19	8	-11	-3
EBV LMP1 NFkB	1	-3	0	8	-3	10	5	10	-2	-3
TWEAK Fn14 block	8	-30	-18	-6	0	-61	13	0	5	0
TROY NFkB inh	-7	-52	6	9	4	-3	-6	0	-15	6
NCOA2 inhibitor	5	-10	-7	-12	-2	-8	10	5	12	-4
KKLEB tox	11	-12	2	-19	2	-5	4	7	-1	-6
NR2F2 inh	10	-7	-7	-9	-4	-12	-2	6	-2	2

Pulled by structure from the entries so far, six records:
#8 CC(=O)c1ccc(NC(=O)c2sc3nc(N4CCOCC4)c4c(c3c2N)CCCC4)cc1
#5 C[C@@H]1CC[C@]2(C(=O)O)CC[C@]3(C)C(=CCC4[C@@]5(C)CC[C@H](O)[C@@](C)(C(=O)O)C5CC[C@]43C)C2[C@]1(C)O (stereo partly drawn)
#4 CC(=NNC(=O)C(C)SC(C)C(=O)NN=C(C)c1cccnc1)c1cccnc1 (stereo not drawn)
#15 CN(C)Cc1cc(CCNC(=O)c2ccc(Cl)cc2)ccc1O
#2 Cc1cc(NC(=O)C(=O)NCCN2CCN(S(C)(=O)=O)CC2)ccc1Br
#17 Cc1ccsc1C1C(C#N)=C(N)N(N(C)C)C2=C1C(=O)CC(C)(C)C2 (stereo not drawn)
screen / no.	8	5	4	15	2	17
SRC3 inh	-23	7	4	-22	6	3
NCOA1 inh	-25	-23	0	-7	10	11
TRAIL sens C8	0	0	28	-7	-8	5
CF NFkB block	27	-12	-30	-3	23	-2
NR5A2 inv ag	-38	7	-2	-12	-1	19
EBV LMP1 NFkB	2	2	1	-3	6	5
TWEAK Fn14 block	-16	2	-2	0	6	13
TROY NFkB inh	-33	-3	-13	4	-19	-6
NCOA2 inhibitor	-7	-3	-22	-2	22	10
KKLEB tox	-27	9	17	2	-6	4
NR2F2 inh	-15	0	-11	-4	-4	-2

Next records.
#21 NC(N)=Nc1nc(CSCC/C(N)=N/S(N)(=O)=O)cs1
#22 O=C(NC(=S)NCCSc1ccccc1)c1cccnc1
#23 CNC(=O)c1c(NC(=O)c2cccc(C)c2)sc2c1CCC2
#24 S=C1NCN(CCc2ccccc2)CN1Cc1ccccc1
#25 CCOc1ccc(C(=O)NC2CCN(C(=O)Nc3ccccc3OC)CC2)cc1
#26 CNC(=O)OCc1nc(SC2CCCCO2)n(C)c1COC(=O)NC (stereo not drawn)
#27 Cc1cc2nc(-c3ccco3)c(Cc3ccccc3C(F)(F)F)n2c(C)c1Br
#28 O=C(NN1CCOCC1)c1ccc(Cl)cc1[N+](=O)[O-]
#29 O=C(CCN1CCN(c2ccccc2)CC1)Nc1nccs1
#30 N#CCOc1nc(N2CCCCC2)nc(N2CCCCC2)n1
screen / no.	21	22	23	24	25	26	27	28	29	30
SRC3 inh	-2	-5	-44	12	-4	22	.	15	3	19
NCOA1 inh	-30	-25	-31	-23	7	-5	.	9	6	-1
TRAIL sens C8	-9	7	9	-4	8	-7	-2	18	-5	2
CF NFkB block	-6	-1	-27	9	-15	17	.	-11	-4	6
NR5A2 inv ag	3	-49	-21	3	12	9	29	-2	6	28
EBV LMP1 NFkB	-3	11	11	-16	4	.	.	-9	1	-5
TWEAK Fn14 block	9	-11	-18	96*	-21	1	49	7	-1	7
TROY NFkB inh	-3	-36	-46	13	3	-12	-7	-7	11	10
NCOA2 inhibitor	-5	-27	-34	-20	-6	-1	-2	1	-10	27
KKLEB tox	-12	8	12	-10	-6	-11	.	6	9	-2
NR2F2 inh	-4	-2	-27	7	5	5	1	-25	19	-2

#31 CN(CC(=O)Nc1ccc(F)cc1)C(=O)c1ccc(OCc2ccccc2)cc1
#32 O=C(NC(=S)N1CCN(c2ccc(O)cc2)CC1)c1cccs1
#33 Cc1oc(CC(C)C)cc1C(=O)NCCCC(=O)O
#34 Cc1ccc(S(=O)(=O)NC(CC(C)C)C(=O)N2CCN(C/C=C/c3ccccc3)CC2)cc1 (stereo not drawn)
#35 Cc1[nH]c2ccccc2c1C1=CC(=O)C=CC1=O
#36 COc1ccccc1NC(=O)C12CC3CC(C1)CC(c1ccc(C)cc1)(C3)C2
#37 O=C(Nc1cc(Cl)ccc1N1CCOCC1)c1ccc(=O)[nH]c1
#38 O=C(Cn1nnc(-c2ccccc2)n1)NNC(=O)c1ccc(Br)cc1
#39 CCOc1ccc2nc(S(=O)(=O)NC(=O)C3(C)CCN3C(=O)CCc3cccs3)sc2c1 (stereo not drawn)
#40 CC(Oc1ccc(F)cc1)C(=O)Nc1sc2c(c1C(=O)NCc1cccnc1)CCCC2 (stereo not drawn)
screen / no.	31	32	33	34	35	36	37	38	39	40
SRC3 inh	5	18	11	14	-1	-8	20	7	-16	4
NCOA1 inh	-4	17	-14	2	-13	-2	8	-73	-1	12
TRAIL sens C8	0	-4	-2	1	2	-8	-17	-11	-5	0
CF NFkB block	-32	-6	2	-12	74*	-5	7	-15	-1	8
NR5A2 inv ag	4	9	3	4	22	2	19	-2	-26	17
EBV LMP1 NFkB	-5	-15	-3	3	-8	-1	0	2	.	15
TWEAK Fn14 block	10	24	-2	4	46	24	6	4	41	17
TROY NFkB inh	0	3	15	-12	7	-1	8	-3	-17	-3
NCOA2 inhibitor	18	7	22	5	9	11	16	-4	7	-12
KKLEB tox	0	-4	-1	-3	-13	-25	0	10	5	-22
NR2F2 inh	4	9	-13	2	1	-6	9	-1	-3	7

#41 Cc1ccc(C)c(OCCC(=O)OCC(=O)Nc2cccnc2Cl)c1
#42 CCN1CCN(C(=O)c2[nH]c3ccc(OC)cc3c2C)CC1
#43 N#Cc1ccsc1NC(=O)CN(Cc1ccccc1)Cc1ccccc1
#44 CCN(CC(=O)Nc1cc(Cl)cc(Cl)c1)CC(=O)NC1CCS(=O)(=O)C1 (stereo not drawn)
#45 CCCCNC(=S)Nc1ccc(Cl)cc1
screen / no.	41	42	43	44	45
SRC3 inh	-1	-4	8	11	-10
NCOA1 inh	7	-35	2	-6	-2
TRAIL sens C8	-1	5	-2	13	4
CF NFkB block	16	1	1	11	9
NR5A2 inv ag	-3	12	-5	4	-1
EBV LMP1 NFkB	4	4	2	-5	4
TWEAK Fn14 block	0	-5	12	-6	3
TROY NFkB inh	-2	-1	-8	-8	-30
NCOA2 inhibitor	19	3	9	4	-13
KKLEB tox	8	-2	-7	-12	-2
NR2F2 inh	7	-9	-2	3	1

Compound activity deposited in PubChem BioAssay by several laboratories.
